High-throughput results deposited in PubChem BioAssay by National Center for Advancing Translational Sciences (NCATS).
GLA spleen mod – inhibits or activates alpha-galactosidase in human spleen homogenate. human spleen homogenate, 4MU-alpha-Gal fluorescence, 40 min. Potency, µM (series often up to 80 µM), without a hit: at the highest dose activity change, negative = inhibition, hits mostly inhibitors. P06280. 240,000 tested, 0.008% active. AID 2107;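 also: 0% = enzyme with vehicle and -100% = no enzyme basal signal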
Target sequence (P06280 32-429 limits assumed): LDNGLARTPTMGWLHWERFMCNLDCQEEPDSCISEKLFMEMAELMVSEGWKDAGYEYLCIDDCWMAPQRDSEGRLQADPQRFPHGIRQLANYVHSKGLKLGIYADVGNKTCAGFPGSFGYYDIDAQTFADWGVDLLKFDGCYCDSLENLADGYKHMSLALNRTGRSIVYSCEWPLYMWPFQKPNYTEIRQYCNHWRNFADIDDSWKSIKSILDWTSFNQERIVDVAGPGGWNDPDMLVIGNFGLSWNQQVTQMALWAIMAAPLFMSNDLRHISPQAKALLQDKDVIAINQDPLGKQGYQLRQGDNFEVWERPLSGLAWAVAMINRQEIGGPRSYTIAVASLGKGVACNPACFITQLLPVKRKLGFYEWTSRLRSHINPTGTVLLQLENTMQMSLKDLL
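Human spleen homogenate (1 ug) was the enzyme source, with 4-methylumbelliferyl-alpha-D-galactopyranoside (1 mM final) in pH 5.0 citrate buffer with 0.01% Tween-20. Compounds were titrated; after 40 min at 37C, NaOH/glycine stop, 4-MU fluorescence read; AC50 from Hill fits.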
GAA inh – blocks human lysosomal alpha-glucosidase. 200,000 tested, 0.005% active. P10253. Potency, µM (titrated, usually from 76.9 µM), for inactives: at the top dose activity change, negative = inhibition, hits mostly inhibitors. purified human GAA, 4-MU-alpha-glucoside fluorescence;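 also: plate controls were uninhibited enzyme wells for no effect and no-enzyme background for full effect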
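qHTS format, compound range up to 77 uM. Human lysosomal enzyme at 4 nM, 400 uM 4-MU glucoside substrate, pH 5.0, 20 min room temperature; fluorescence after alkaline stop gives activity normalized to controls.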
Tau fluor cs – counter-screen for tau fibril formation inhibitors | 280,000 tested, 0.93% active | tau K18 P301L Alexa594 fluorescence, heparin fibrillization | AID 1463 | Potency, µM (top dose mostly 57.7 µM), inactives show at the top dose activity change, negative = decrease; also: % is scaled to controls: 0 for no effect and ±100 for the full control effect; nearly all actives have a fitted effect of over 55% in size
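Human tau K18 P301L (15 uM unlabeled, 0.24 uM Alexa 594-labeled) in 100 mM sodium acetate pH 7 with 20 uM heparin, 6 hr at 37 C. ThT 30 uM added, 1 hr ambient; Alexa 594 FP and total fluorescence read at 555/632 nm.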
Epigenetic reg – derepresses silenced GFP reporter in murine cells | murine LDR cells, GFP reporter derepression, 30 h | 280,000 tested, 0.2% active | Potency, µM (highest dose often 53.9 µM), inactives show at the highest dose GFP activation, usual class: activators; also: % of control where 0% means no effect; nearly all actives have a fitted effect of over 60% in size
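Reporter derepression read as number of fluorescent GFP-positive objects, 20-120 um in size, counted by laser-scanning cytometer. Mouse LDR line with an epigenetically silenced CMV-GFP locus; compound incubation 30 h, 37 C.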
GAA glycogen mod – GAA glycogen-cleavage inhibition or activation. AID 2100. P10253. recombinant GAA, glycogen substrate, Amplex Red glucose oxidase fluorescence. Potency, µM (series often up to 76.4 µM), for the others: at the top dose activity change, negative = inhibition, hits mostly inhibitors. 300,000 tested, 0.38% active;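 also: 0% = full enzyme reaction and -100% = no-enzyme basal signal; the screen sought inhibitors and activators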
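Recombinant human enzyme (4 nM); glycogen substrate; 37 C, 40 min, pH 5.0. Readout: coupled glucose oxidase/Amplex Red fluorescence.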
NPSR antag – neuropeptide S receptor (human) antagonism, cAMP; Q6W5P4; CHO-NPSR cells, cAMP TR-FRET, antagonist mode; Potency, µM (series often up to 38.3 µM), for the others: top-dose activity change, negative = inhibition, usual class: inhibitors; 220,000 tested, 1% active; also: % is scaled to controls: 0 for no effect and ±100 for the full control effect; nearly all actives have a fitted effect of over 50% in size; many of its hits are not listed in these tables
ALDH1A1 inh – ALDH1A1 (human) enzyme inhibition | P00352 | AID 1030 | Purified ALDH1A1, NADH fluorescence, propionaldehyde substrate | 220,000 tested, 7.3% active | Potency, µM (doses to about 75.3 µM), without a hit: at the highest dose activity, negative = inhibition, usual class: inhibitors; active = well fitted inhibition curve with a large enough effect, not every such curve was filed as active; inconclusive = small, poorly fitted or top-dose-only effect, or another doubt; inactive = no such curve, though single readings can be large or run the other way;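 also: plate controls were no enzyme wells and a reference inhibitor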
Target sequence (P00352 whole entry, looked up): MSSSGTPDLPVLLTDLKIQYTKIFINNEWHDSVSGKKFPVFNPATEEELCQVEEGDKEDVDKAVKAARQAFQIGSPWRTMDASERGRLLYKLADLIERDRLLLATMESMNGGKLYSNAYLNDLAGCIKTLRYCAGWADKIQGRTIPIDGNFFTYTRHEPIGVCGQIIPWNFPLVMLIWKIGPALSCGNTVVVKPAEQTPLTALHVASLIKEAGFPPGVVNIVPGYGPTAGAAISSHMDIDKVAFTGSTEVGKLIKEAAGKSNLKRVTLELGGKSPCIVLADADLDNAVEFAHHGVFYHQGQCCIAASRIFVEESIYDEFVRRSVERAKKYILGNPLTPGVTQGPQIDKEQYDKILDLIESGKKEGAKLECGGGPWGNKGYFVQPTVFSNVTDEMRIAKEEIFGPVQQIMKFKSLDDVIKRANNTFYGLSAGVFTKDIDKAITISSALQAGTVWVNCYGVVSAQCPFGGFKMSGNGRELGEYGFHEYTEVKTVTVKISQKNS
GAA spleen mod – inhibitors or activators of human alpha-glucosidase in spleen homogenate | human spleen homogenate, 4-MU-alpha-glucoside fluorescence | Potency, µM (doses to about 79.9 µM), without a hit: top-dose activity change, negative = inhibition, actives largely listed as inhibitors | 240,000 tested, 0.006% active;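 also: 0% = enzyme with vehicle and -100% = no enzyme basal signal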
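Compounds were titrated against alpha-glucosidase in spleen homogenate at pH 5.0, with 1 mM 4-methylumbelliferyl substrate for 40 min at 37 C. Reactions were quenched with pH 10 NaOH/glycine and fluorescence measured.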
* marks the source's active call; other numbers are inactive results; ? = inconclusive; nt = no result given; [ ] = dose if it differs, or a comment. Unless noted, calls follow the shape of the dose curve; as a rule, active = well fitted curve in the direction sought with a large enough effect; inconclusive = small, poorly fitted or top-dose-only effect, or another doubt; inactive = no such curve, though single readings can be large; an effect the other way counts as inactive or inconclusive. Potency is read from the fitted curve at half-maximal effect.

SMILES	GLA spleen mod	GAA inh	Tau fluor cs	Epigenetic reg	GAA glycogen mod	NPSR antag	ALDH1A1 inh	GAA spleen mod
CCOc1ccc(NC(=S)N2CCC(N(C)CC3CCCO3)CC2)cc1 (stereo unspecified)	-8.8%	0.7%	-3.3%	-1.9%	2.0%	6.7%	5.1%	-4.5%
Cc1[nH]nc2c1C(c1ccc(-c3ccc(Cl)cc3)o1)C(C#N)=C(N)O2 (stereo unspecified)	-3.2%	-3.0%	?	?	9.9%	-25.0%	-14.3%	7.2%
COC(=O)C(C)N(c1ccc(C)cc1)S(=O)(=O)c1c(C)[nH]c(=O)[nH]c1=O (stereo unspecified)	-4.2%	-2.9%	-6.0%	-1.0%	-15.5%	-4.2%[46.1 µM]	10.0%	-4.8%
Cc1cccc(-c2nnc(SCC(=O)C(C)(C)C)n2C)c1	-9.0%	-8.9%	-18.1%	1.1%	5.5%	-5.4%	11.2µM*	-2.8%
COC(=O)C1CCN(C(=O)c2cc(OC)c(OC)c(OC)c2)CC1	5.0%	1.4%	-5.1%	-1.5%	-0.1%	6.0%[7.67 µM]	5.2%	9.8%
O=C(Oc1c(Cl)cc(Cl)c2cccnc12)N1CCOCC1	-4.0%	-2.4%	0.3%	0.0%	-17.6%	-6.9%[46.1 µM]	10.5%	-16.7%
Cc1nn(-c2ccccc2)c(N2CCCC2)c1/C=C1\N=C(c2ccc(OC(C)C)cc2)OC1=O	5.6%	-5.6%	-21.3%	0.0%	-5.8%	-20.5%[46.1 µM]	1.9%	5.4%
COc1ccc(NC(=O)C(NC(=O)c2ccc(=O)[nH]c2)c2ccc(OC)cc2)cc1 (stereo unspecified)	2.2%	3.0%	-0.8%	-1.1%	11.8%	18.1%	15.6%	-5.9%
CN(C)c1ccc(/C=N/NC(=O)c2cccc(N3CCCC3=O)c2)cc1	-10.2%	?	-8.2%	8.0%	17.7%	17.9%	?	-4.3%
Cc1nc(CN(C)Cc2nc(Cc3ccccc3Cl)no2)cs1	-1.4%	12.0%	10.6%	2.9%	-15.0%	9.7%	-2.5%	10.2%
CC(=O)Nc1nnc(SCC(=O)NCC2CCCO2)s1 (stereo unspecified)	-1.8%	6.3%	-3.2%	-1.5%	15.8%	?	?	-3.8%
Cc1cc(NC(=O)Cn2cc(C(F)(F)F)cc(Cl)c2=O)no1	-10.4%	-10.4%[15.4 µM]	-16.9%	1.5%	6.5%	-7.6%[46.1 µM]	12.8%	-5.4%
O=C1CCCN1CCCNC(=S)Nc1ccccc1	-1.9%	nt	-8.9%	0.1%	3.0%	-13.1%	nt	-0.7%
C=CCC1c2cccc(C(=O)O)c2C(=O)N1c1cccc(OC)c1 (stereo unspecified)	14.0%	2.4%	-8.7%	0.9%	-0.1%	-17.4%	-5.8%	10.1%
CCOC(=O)c1ccccc1NC(=O)COC(=O)C1=COCCO1	-9.6%	1.6%	-3.5%	0.9%	-0.8%	-8.8%[46.1 µM]	0.1%	-8.8%
COC(=O)COc1cccc2c(=O)n(CC(=O)NCc3ccc(F)cc3)ccc12	-5.1%	nt	-1.2%	-1.2%	15.2%	-4.0%	-3.0%	-9.5%
O=C(NC1CCCC1)C(c1ccc(Cl)cc1)N1CCc2ccccc21 (stereo unspecified)	2.4%	-0.5%	-4.8%	0.1%	-1.2%	-14.5%[46.1 µM]	6.5%	5.5%
Cc1ccc(C(=O)CNc2ccc(Br)cc2)cc1	-2.0%	-3.4%	-6.7%	0.8%	16.3%	3.8%[46.1 µM]	17.8µM*	-6.6%
Cn1cccc1C(=O)OCC(=O)N1CC(=O)Nc2ccccc21	5.9%	0.9%	1.1%	5.1%	0.9%	0.5%	-5.3%	1.6%
O=C(COc1ccccc1)Nc1nc(-c2ccc(S(=O)(=O)N3CCOCC3)cc2)cs1	-2.9%	-5.0%	?	2.0%	3.6%	-26.3%[46.1 µM]	?	-3.8%
CC(C)[C@H]1CN=C2N(CCNC(=O)CCC3CCCCC3)[C@H](Cc3ccc(O)cc3)CN21	12.9%	nt	-2.3%	2.3%	-7.4%	28.0%	?	-5.5%
CN(CC(O)COC(c1ccccc1)c1ccccc1)C1CCCCC1 (stereo unspecified)	6.8%	-3.1%	9.1%	1.2%	2.9%	-26.9%	-3.7%	-6.8%
O=C(N/N=C(\CC(=O)c1cccs1)C(F)(F)F)c1ccncc1	-6.8%	-11.4%	?	1.6%	?	-0.8%	?	-12.7%
CCCOC(=S)NC(=O)c1sc2ccccc2c1Cl	8.3%	-1.8%	-16.8%	-3.0%	-0.2%	3.5%[46.1 µM]	5.62µM*	-8.4%
N=c1c2c(ncn1Cc1ccco1)Oc1c(ccc3ccccc13)C2c1ccccc1 (stereo unspecified)	-21.0%	-9.2%	-14.7%	-2.0%	-6.3%	-52.2%	-4.2%	-17.8%
Other records:
SMILES	GLA spleen mod	GAA inh	Tau fluor cs	Epigenetic reg	GAA glycogen mod	NPSR antag	ALDH1A1 inh	GAA spleen mod
COc1cccc(C(=O)NC(=S)Nn2cnnc2)c1OC	0.8%	-4.6%	1.7%	-7.9%	3.9%	6.3%	7.94µM*	3.2%
CCCCCCN=CC1=C(O)CC(C)(C)CC1=O	4.1%	2.7%	-7.7%	2.9%	-2.5%	-7.5%[46.1 µM]	?	3.8%
O=C(/C=C/c1ccc(-c2ccccc2[N+](=O)[O-])o1)c1ccccc1	-1.5%	?	?	1.1%	-7.7%	-38.2%	17.8µM*	0.8%
CCOC(=O)C1CCCN(Cc2cc(Br)c(OC)cc2OC)C1 (stereo unspecified)	-4.8%	-2.3%	10.9%	0.0%	2.8%	-2.0%[46.1 µM]	?	-6.2%
CC(=O)Nc1ccc(/C=N/NC(=O)c2cccc(S(=O)(=O)N3CCOCC3)c2)cc1	4.8%	-8.0%	6.8%	-0.7%	-0.1%	4.6%	-6.4%	-4.3%
O=C(Nc1ccc(OC(F)(F)F)cc1)C1CC(c2ccc(F)cc2)=NO1 (stereo unspecified)	-6.1%	0.1%	-7.5%	-3.1%	-5.1%	-8.8%	6.1%	-1.4%
CS(=O)(=O)N1CCN(c2ccc(NC(=O)C(c3ccccc3)c3ccccc3)cc2)CC1	-2.3%	-14.0%	?	0.0%	-1.2%	-16.0%[46.1 µM]	?	-5.8%
Cc1cc(NC(=O)CSCCO)no1	10.5%	-4.5%	-2.0%	-0.3%	-8.9%	3.7%[46.1 µM]	7.8%	-0.2%
O=C(/C=C\c1ccccc1)c1ccccc1O	4.9%[17.5 µM]	nt	-1.1%[11.6 µM]	0.0%[10.1 µM]	nt	nt	0.7%[13.5 µM]	-0.8%[17.4 µM]
COc1ccccc1C1CC(=O)Oc2cc(OC)c(OC)c(OC)c21 (stereo unspecified)	-4.1%[119 µM]	nt	-7.4%[81.3 µM]	4.8%	nt	nt	?	14.5%[119 µM]
Cc1[nH]c(=O)cc2ccccc12	1.4%	7.1%	0.3%	0.0%	9.7%	1.9%[46.1 µM]	?	-6.0%
Cc1ccccc1NC(=O)Cc1cccc(C(F)(F)F)c1	1.7%	-12.9%	5.2%[2.34 µM]	-1.1%	-11.9%	-16.5%	-2.8%	0.5%
COc1cccc(/C=N/Nc2ncnc(Cl)c2N)c1O	-3.7%	-3.9%	-18.2%	0.0%	6.1%	-17.6%	2.7%	0.9%
CCCCCCc1cc2cc(-c3nnc(-c4cc(OC)c(OC)c(OC)c4)o3)c(=O)oc2cc1O	0.4%	1.5%	3.5%	4.0%	-4.6%	-16.4%[46.1 µM]	-2.8%	-2.3%
NC(=O)c1c(-c2cccs2)csc1N	4.0%	-11.9%	-15.8%	0.9%	?	-8.2%[46.1 µM]	?	-0.5%
C/C(=N\NC(=O)c1cc(C)nc2ccccc12)c1ccco1	2.3%	-3.3%	-5.6%	3.7%	-24.4%	21.1%	-10.3%	-3.6%
O=C(COC(=O)c1cc([N+](=O)[O-])ccc1NCCO)NCc1cccs1	-16.7%	-4.3%	-2.8%	0.0%	6.5%	-4.7%	?	-9.0%
Cc1nnc2n(-c3ccccc3)c(=O)c3c4c(sc3n12)CCCC4	0.0%	-7.0%	-6.6%	2.9%	-1.2%	-2.9%	-5.2%	-9.1%
CC(C)(C)OC(=O)NCCCC[C@H](NC(=O)c1[nH]cnc1C(=O)Nc1ccc(Cl)cc1)C(=O)OC(C)(C)C	-3.0%	nt	?	-0.6%	-11.0%	?	nt	-0.6%
c1ccc(COc2ccc(CN3CCN(c4ccccn4)CC3)cc2)cc1	2.1%	-0.2%	-18.4%	-5.1%	-8.6%	-14.7%[46.1 µM]	-3.4%	3.7%
CCOc1ccccc1NC(=O)N1C2CCCC1CC(NC(=O)C1CC1)C2 (stereo unspecified)	-0.3%	-2.0%	2.0%	-1.0%	1.5%	-1.8%[46.1 µM]	1.9%	2.4%
COC(=O)C1=C(N)OC2=C(C(=O)CC(C)(C)C2)C1c1ccccc1OCC#N (stereo unspecified)	-1.7%	1.5%	-11.0%	-4.2%	-0.4%	-14.9%	11.0%	-3.5%
CC(=O)Nc1ccc(-c2nnn(CC(=O)c3ccccc3)n2)cc1Cl	5.6%	-14.9%	-14.0%	-0.7%	-11.1%	-11.1%[46.1 µM]	?	0.5%
Cc1ccc(-n2ncc3c(=O)[nH]c(SCC(=O)N4CCOCC4)nc32)cc1	6.9%	3.2%	4.0%	0.0%	-4.7%	-6.6%[46.1 µM]	4.7%	3.2%
O=CN(CCN(C=O)CN1CCCCC1)CN1CCCCC1	-12.4%	-1.6%	-5.0%	-4.2%	1.8%	4.9%[46.1 µM]	1.0%	-3.3%
Cc1csc2c(=O)sc(NC(=O)c3ccc(F)cc3Cl)nc12	7.8%	nt	-5.1%	1.0%	-1.3%	-39.4%	nt	1.1%
CCSc1nnc(CCNC(=O)OC(C)(C)C)o1	18.2%	-2.8%	0.0%	1.0%	0.1%	-4.4%[46.1 µM]	5.0%	-10.9%
COc1ccccc1-c1cc(C(=O)N2CCCCC2)no1	8.2%	-3.8%[15.4 µM]	-1.4%	0.7%	-3.2%	-6.2%[46.1 µM]	?	4.0%

Just ALDH1A1 inh, Tau fluor cs and NPSR antag, for two of the compounds above:
canonical_smiles | ALDH1A1 inh | Tau fluor cs | NPSR antag
Cc1[nH]c(=O)cc2ccccc12 | ? | 0.3% | 1.9%[46.1 µM]
Cc1ccccc1NC(=O)Cc1cccc(C(F)(F)F)c1 | -2.8% | 5.2%[2.34 µM] | -16.5%

An excerpt; the hit share may differ from the screen's.
